Screening results: PubChem, several laboratories
ARFGAP1 inhibitor = inhibitors of rat ARFGAP1; Q62848; Arfgap1-stimulated ARF1 GTP hydrolysis, GDP FP detection; inhibition, % at 16.5 µM; actives 0.26% (n = 360,000);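 active = inhibition above a per-plate limit, mean inhibition of low control wells plus 3 SD, cut at about 25% in these data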;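 note: 0% = DMSO wells with enzyme and 100% = wells lacking Arfgap1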
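system = rat Arfgap1 catalytic domain, aa 1-136 | technique = FP, GDP Alexa 633 tracer displaced from anti-GDP antibody, 620/688 nm | compound = one concentration, 16.5 µM, DMSO 1.26% | medium = HEPES-based buffer, pH 7.5 | timing = compound-enzyme preincubation 20 min, reaction 120 min, detection 60 min, 25 °C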
sPLA2-III inh = Blocks human group III sPLA2 activity; actives 0.56% (n = 370,000); Q9NZ20; QFRET BODIPY PC-A2 liposome hydrolysis, fluorescence; inhibition, % at 12.2 µM;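 active = inhibition above mean plus 3 SD of compounds lying within the high and low control bounds, cut at about 19% in these data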;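 note: 0% = median of test compound wells and 100% = no enzyme DMSO wells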
Target sequence (Q9NZ20 whole entry, looked up): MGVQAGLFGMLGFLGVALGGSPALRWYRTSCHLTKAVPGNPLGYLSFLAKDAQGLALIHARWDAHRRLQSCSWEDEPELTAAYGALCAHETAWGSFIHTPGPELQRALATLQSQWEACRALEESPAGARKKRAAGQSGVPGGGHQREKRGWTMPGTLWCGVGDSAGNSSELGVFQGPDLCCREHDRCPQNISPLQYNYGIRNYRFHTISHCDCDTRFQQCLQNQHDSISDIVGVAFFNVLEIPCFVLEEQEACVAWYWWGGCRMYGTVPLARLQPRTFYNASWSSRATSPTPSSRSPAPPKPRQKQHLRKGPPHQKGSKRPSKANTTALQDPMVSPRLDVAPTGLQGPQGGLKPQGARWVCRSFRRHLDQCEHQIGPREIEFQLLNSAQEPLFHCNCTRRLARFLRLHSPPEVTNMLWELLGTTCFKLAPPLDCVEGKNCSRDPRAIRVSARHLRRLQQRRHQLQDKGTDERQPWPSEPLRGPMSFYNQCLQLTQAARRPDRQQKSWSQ
GAA850 FXN act = increases GAA850 frataxin promoter reporter activity; HEK293 lucGAA850 FXN promoter luciferase reporter, 24 h; percent of 10 µM SAHA response; activation, % at 6 µM; actives 0.56% (n = 360,000);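 active = activation above the average of all compounds screened plus 3 SD, cutoff fixed separately per campaign, cut at about 7.5% in these data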;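 note: 0% = DMSO wells and 100% = 10 µM SAHA wells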
NPR2 activator = GC-B (human) receptor activation; AID 1920062; actives 0.11% (n = 370,000); HEK293-GC-B cells, CNP EC30, cGMP TR-FRET; 0% at EC30 CNP, 100% saturating CNP; P20594; activation, % at 10 µM;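 active = activation at 10 µM reaching about 35% in either raw or pattern-adjusted values, limit read from the data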
rCAG RNA binder = binds r(CAG) RNA repeats; inhibition, % at 3 µM; r(CAG) RNA repeat, TO-PRO-1 dye displacement fluorescence; actives 1.3% (n = 370,000);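 active = inhibition above the plate cutoff, the mean of all test compounds on that plate plus 3 SD, cut at about 35% in these data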;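 note: 0% = DMSO alone and 100% = 100 µM mitoxantrone as full dye displacement; higher means more dye released from RNA so lower well fluorescence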
DDE Tn6 FP inh = DD(E)-Tn6 binding inhibition, primary FP screen; Fibrin DD(E) TRITC-Tn6 fluorescence polarization displacement; inhibition, % at 8.3 µM; AID 720509; actives 0.21% (n = 370,000); P02675;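 active = inhibition above a per-campaign cutoff: mean of compounds within control limits plus 3 SD, cut at about 15% in these data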;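 note: 0% = median of all compound wells on the plate and 100% = blocking peptide control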
ADAM10 inh = inhibits human ADAM10; recombinant ADAM10, EDANS/DABCYL FRET peptide cleavage, 3 h; inhibition, % at 7 µM; actives 0.62% (n = 370,000);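 active = inhibition above a per-campaign cutoff equal to the mean of compounds falling between control-based bounds plus 3 SD, cut at about 20% in these data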;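 note: 0% = DMSO wells while the 100% control is not disclosed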
Target sequence (O14672 214-748 limits assumed): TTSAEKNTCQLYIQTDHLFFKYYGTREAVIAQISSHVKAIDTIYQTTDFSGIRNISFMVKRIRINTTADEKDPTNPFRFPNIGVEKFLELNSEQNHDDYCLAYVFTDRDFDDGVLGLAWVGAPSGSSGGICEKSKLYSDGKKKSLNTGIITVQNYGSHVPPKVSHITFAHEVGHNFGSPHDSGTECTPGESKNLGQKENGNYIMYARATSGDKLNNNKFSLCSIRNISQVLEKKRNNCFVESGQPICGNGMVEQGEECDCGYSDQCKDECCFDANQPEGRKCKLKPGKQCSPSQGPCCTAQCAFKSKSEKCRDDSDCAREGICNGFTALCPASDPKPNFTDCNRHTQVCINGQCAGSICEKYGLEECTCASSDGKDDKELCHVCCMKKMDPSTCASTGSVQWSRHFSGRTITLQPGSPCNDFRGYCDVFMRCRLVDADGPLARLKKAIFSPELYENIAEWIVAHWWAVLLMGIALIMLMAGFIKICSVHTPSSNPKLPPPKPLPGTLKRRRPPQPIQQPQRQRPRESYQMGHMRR
GC-A act = GC-A (human) enzyme activation | HEK293 GC-A cells, cGMP TR-FRET, EC30 ANP; 0% at EC30 ANP, 100% saturating ANP | AID 1671463 | actives 0.14% (n = 370,000) | activation, % at 10 µM; in the data active = activation above about 40%
KLK7 zymogen act = proKLK7 (human) activation, primary screen | P49862 | purified proKLK7, EDANS-DABCYL substrate fluorescence; 100% is mature enzyme control, 0% vehicle | activation, % at 7 µM | actives 0.9% (n = 370,000);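 active = activation above the mean of all tested compounds plus 3 SD, computed per campaign excluding outliers beyond control limits, cut at about 13% in these data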
ASAP1 GAP inh = ASAP1 ArfGAP inhibition; Q9ULH1; ASAP1-stimulated ARF1 GTP hydrolysis, GDP FP detection; inhibition, % at 16.5 µM; actives 0.19% (n = 360,000); in the data active = inhibition above about 25%;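 note: 0% = vehicle with enzyme and substrate and 100% = no enzyme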
* marks the source's active call; other numbers are inactive results; i = inactive; / = not tested or not shown.

SMILES	ARFGAP1 inhibitor	sPLA2-III inh	GAA850 FXN act	NPR2 activator	rCAG RNA binder	DDE Tn6 FP inh	ADAM10 inh	GC-A act	KLK7 zymogen act	ASAP1 GAP inh
COc1ccc(N2C(=O)C3C4C=CC(C4)C3C2=O)c(OC)c1 (stereo not drawn)	-12.2	3.5	0.9	3.5	0.4	0.9	1.2	8.7	-0.5	-6.8
CCOc1ccc(N(CC(=O)N/N=C/c2ccc(OC(C)C)cc2)S(C)(=O)=O)cc1	-8.9	-8.4	2.3	-1.4	0.0	6.6	2.6	-0.8	-0.5	0.5
O=C(c1cccc(S(=O)(=O)N2CCCC2)c1)N1CCN(c2ncccn2)CC1	-8.0	5.1	-0.1	1.0	-0.4	-3.7	-7.4	-3.5	-0.2	13.4
O=C(O)CN1CCN(Cc2ccc(F)cc2)C1=O	-4.6	2.1	1.3	3.7	5.1	5.0	2.7	2.9	0.5	-11.9
CCC1=[N+](CC(=O)c2ccc(Br)cc2)CCn2c(C)ccc21	-1.0	-15.2	-0.3	-6.8	4.8	4.3	-38.2	2.4	1.9	1.3
Cc1ccccc1CN1CCCCC(NC(=O)c2ccc3ccccc3c2)C1=O (stereo not drawn)	/	9.5	/	-2.7	2.1	-8.0	4.5	4.2	0.1	/
CCn1c(COc2ccc(=O)n(-c3ccccc3)n2)nnc1SC	9.8	11.0	0.7	6.0	-2.1	-1.6	-4.5	2.1	-0.7	2.4
COc1ccc(CN(C)C(=O)CC(c2ccccc2)c2ccccc2)cc1	-0.3	0.6	1.1	-9.6	0.6	-8.5	19.1	-20.9	0.4	6.2
COc1cc(/C=C/C(=O)OCC(=O)Nc2cc(C)on2)ccc1OCC#N	2.7	-3.5	-0.7	1.6	-0.5	0.3	-15.9	-1.8	0.6	-7.3
CSCCC(NS(=O)(=O)c1ccccc1F)C(=O)NCc1cccnc1 (stereo not drawn)	6.4	6.3	-1.6	-6.0	-4.2	-2.8	-10.9	2.5	0.2	-0.3
O=C(CSc1nnc(-c2cccnc2)s1)Nc1ccccc1	-9.9	0.6	3.2	-4.2	-2.1	0.3	-4.9	-1.5	0.3	4.9
FC(F)(F)c1nnc2c(Sc3ccc(Cl)cc3)nc3ccccc3n12	6.6	0.4	-3.5	-3.2	2.0	-6.7	-5.0	-0.8	0.1	-1.1
O=C(O)c1cc(-c2cccs2)[nH]n1	7.0	2.9	-0.5	3.5	5.3	6.2	-11.0	2.8	-0.9	2.9
O=C(c1ccc(F)cc1)N1CCN(S(=O)(=O)c2ccc(Br)cc2)CC1	-10.2	-1.7	0.9	-4.6	-2.9	3.7	5.8	-6.2	0.3	-9.3
c1ccc2c(NC3CCCC3)nnc(NC3CCCC3)c2c1	-3.2	-4.2	4.0	-1.2	9.7	-6.5	-92.3	6.4	-8.7	-14.9
NC(=O)c1ccccc1NC(=S)NC(=O)CCc1ccccc1	11.0	12.4	0.1	-9.2	0.5	10.9	-23.5	0.6	0.5	-2.2
O=C(CCc1ccc(O)c(O)c1)NNC(=S)Nc1ccc(Br)cc1Cl	13.5	14.2	3.5	3.5	8.8	-0.6	4.5	2.9	-0.5	2.6
CN(Cc1ccc(OC(F)F)cc1)C(=O)c1ccccc1Sc1ccccc1C#N	6.7	-4.6	-0.8	-4.5	-5.8	2.9	1.9	-11.2	0.3	18.3
COCCSc1nnc(NC(=O)C2CC(=O)N(CCc3ccc(F)cc3)C2)s1 (stereo not drawn)	-3.9	-1.2	0.6	-12.3	-1.1	-2.8	-7.1	1.4	0.6	4.0
OC(CNCc1cccc(Cl)c1)c1ccccc1 (stereo not drawn)	5.0	-2.5	2.8	-14.6	-0.2	0.3	0.3	-28.1	0.0	2.2
COc1ccc(C(C)NC(=O)Cc2cccs2)cc1 (stereo not drawn)	-6.1	-1.6	1.6	-5.1	-2.5	-7.3	2.4	5.4	0.0	0.6
CNC(=O)CN(c1cc(OCCOC)c(Cl)cc1Cl)S(=O)(=O)c1ccc(OC)cc1	-4.2	4.0	1.8	-7.4	-1.9	-9.0	-6.0	-0.2	0.6	-5.9
CCN(CC(=O)Nc1ccc(OC)cc1)C(=O)c1oc2c(Cl)cccc2c1C	20.1	4.9	0.7	1.0	-9.6	9.7	-9.6	-3.2	0.0	19.5
COC(=O)c1sc(S(=O)(=O)N2CCN(c3ccccc3)CC2)c(C(=O)OC)c1C	5.6	1.8	2.7	-8.4	1.6	0.8	5.0	-6.6	0.3	1.9
NC(=O)C1CCN(CC(=O)Nc2ccccc2N2CCOCC2)CC1	-0.4	0.6	3.7	-0.8	-3.9	7.2	1.5	4.1	-0.3	-3.7

As entered above.
Value of COc1ccc(N2C(=O)C3C4C=CC(C4)C3C2=O)c(OC)c1 (stereo not drawn) in sPLA2-III inh: 3.5
Value of CSCCC(NS(=O)(=O)c1ccccc1F)C(=O)NCc1cccnc1 (stereo not drawn) in GC-A act: 2.5
Value of COc1ccc(C(C)NC(=O)Cc2cccs2)cc1 (stereo not drawn) in ASAP1 GAP inh: 0.6

Ordered by the number under sPLA2-III inh (rising): some entries from above.
structure | sPLA2-III inh
COc1ccc(C(C)NC(=O)Cc2cccs2)cc1 (stereo not drawn) | -1.6
NC(=O)C1CCN(CC(=O)Nc2ccccc2N2CCOCC2)CC1 | 0.6
Cc1ccccc1CN1CCCCC(NC(=O)c2ccc3ccccc3c2)C1=O (stereo not drawn) | 9.5

The results go on:
SMILES	ARFGAP1 inhibitor	sPLA2-III inh	GAA850 FXN act	NPR2 activator	rCAG RNA binder	DDE Tn6 FP inh	ADAM10 inh	GC-A act	KLK7 zymogen act	ASAP1 GAP inh
CC(=O)Nc1ccc(-c2ccnc3c2CC(C)(C(=O)Nc2cccc(OC(F)(F)F)c2)O3)cc1 (stereo not drawn)	0.3	-13.0	0.1	-1.9	4.0	4.9	9.9	-1.8	0.9	15.3
Nc1cc[n+](CC(=O)c2ccc3c(c2)OCCO3)cc1	-0.5	-4.5	0.2	1.8	-0.5	-6.8	-8.6	-2.0	0.1	-12.0
COc1ccc(NC(=O)N2CCCC(C(=O)NC(C)C)C2)cc1 (stereo not drawn)	-6.9	5.7	0.7	4.2	-1.0	-2.8	4.6	-3.9	0.2	7.9
COc1ccc(-c2nn(-c3ccccc3)cc2/C=C/C(=O)O)cc1[N+](=O)[O-]	16.4	-5.9	6.0	-5.6	56.0*	-4.1	-7.7	-0.6	-0.5	1.2
Cc1ccc(NC(=O)c2csc(-c3ccccc3)c2C)cc1	15.6	4.5	-6.4	1.1	0.3	8.6	-10.6	1.0	0.4	-2.9
CNS(=O)(=O)c1c(C)cc(C)c(N(C)S(=O)(=O)c2ccccc2)c1C	0.8	-11.5	-0.4	-1.4	-2.3	3.2	-3.4	-1.8	-0.5	7.6
COc1ccccc1/C=C/C(=O)OCC(=O)Nc1ccc2c(c1)OCO2	14.0	-1.6	0.3	-1.8	2.0	-5.2	-30.6	0.0	1.4	-2.9
O=C(Cc1ccccc1)NCC(=O)OCC(=O)c1ccc(OC(=O)c2ccccc2)cc1	6.0	9.9	3.4	2.3	-0.1	-1.9	-4.3	2.8	0.2	8.8
CCOc1ccc(NC(=O)CSc2nc3cccnc3n2CCOC)cc1	12.6	7.3	-0.5	0.1	-4.5	-6.1	-5.2	0.4	0.3	-5.2
CCOc1cc(N2CCCC2)ccc1[N+](=O)[O-]	9.0	1.9	0.8	2.0	0.7	0.2	20.2*	0.9	0.2	-1.8
CCOC(=O)N1CCN(C(=O)c2cn(CC)c3ccc(S(=O)(=O)N4CCCC4)cc3c2=O)CC1	6.3	1.1	1.8	4.1	-4.0	-3.4	-2.2	0.0	0.0	3.5
COc1ccccc1-c1nnc2n1N=C(C(C)(C)C)CS2	11.0	-3.3	0.6	6.0	-5.4	-4.5	8.3	0.7	0.0	-13.3
CCNC(=S)N(CCO)Cc1cc2cc3c(cc2[nH]c1=O)OCO3	6.0	1.1	0.5	4.0	-3.0	-1.4	-282.2	3.9	1.0	8.2
COc1ccc(/C=N/NC(=O)Cn2c(Cc3ccc(OC)c(OC)c3)nc3ccccc32)cc1	3.4	-6.8	-1.1	-1.7	2.0	2.3	3.5	-2.6	0.2	-2.0
CCN(CC)CCN1C(=O)C(=O)/C(=C(/O)c2cnn(-c3ccccc3)c2C)C1c1cccnc1 (stereo not drawn)	-13.9	6.3	-2.2	3.9	1.7	3.1	-8.7	2.5	-0.3	-5.2
CCCCN(C(=O)c1c(CC)noc1C)c1c(N)n(CCCC)c(=O)[nH]c1=O	11.1	4.7	1.1	7.2	-2.3	5.7	-22.9	4.3	0.1	0.3
COc1cccc(NC(=O)C2CCCN(S(=O)(=O)c3cccc4nsnc34)C2)c1 (stereo not drawn)	-4.5	-14.4	-0.3	-6.9	-0.9	3.8	3.9	-2.5	1.1	-0.3
O=C(NN=C1CCCC1)c1cc(-c2ccc(F)cc2)nc2ccccc12	-4.7	-3.2	-0.8	4.2	14.7	-4.6	-14.1	2.6	-1.1	-5.6
CC1=C([N+](=O)[O-])C(c2ccc(Cl)cc2)NC(=O)N1 (stereo not drawn)	6.7	-7.7	-1.5	1.9	2.5	0.7	0.3	-1.2	0.6	1.0
COc1ccc(NC(=O)C(NS(=O)(=O)c2cccs2)C(C)C)cc1Cl (stereo not drawn)	-14.1	-8.9	-0.2	1.5	0.5	3.0	-4.7	2.2	0.1	-4.6
Cn1c(=O)oc2cc(S(=O)(=O)Nc3ccc4c(c3)OCCO4)ccc21	5.7	2.6	-6.8	1.2	1.3	4.1	-3.3	3.3	-0.6	-6.5
CC1CCN(C(=O)COC(=O)c2cc3ccccc3cc2O)CC1	8.1	-10.6	0.5	-1.9	1.0	-1.6	-9.5	2.0	4.8	25.6*
Cc1ccc(CNCc2ccco2)cc1	1.0	0.5	-0.2	2.9	1.0	8.5	-6.6	1.2	0.1	-2.5
FC(F)(Cl)c1nnc2ccc(Cl)nn12	-3.4	2.9	-0.1	1.2	-0.3	-3.0	-10.7	0.7	-0.2	14.2
O=C1CC(N2CCN(c3ccccn3)CC2)C(=O)N1c1ccc(F)cc1 (stereo not drawn)	-4.0	-2.4	1.9	0.7	-1.4	-0.8	-1.2	0.4	0.1	6.2
COc1ccc(C(C(=O)NCC2CCCO2)N(C(=O)CNC(=O)c2ccco2)c2ccccc2)cc1OC (stereo not drawn)	3.8	11.1	-0.9	-1.8	-2.1	-11.8	-0.9	-0.5	-0.2	-13.8
CCCOC(=S)Nc1ccccc1	-6.3	7.3	0.4	5.6	-0.9	-3.3	8.1	3.7	0.6	-1.4
COCCN1C(=O)N(c2cccc(OC)c2)C(=O)C1CC(=O)Nc1cccc(F)c1 (stereo not drawn)	0.8	-7.3	0.2	1.0	-2.3	-7.6	-3.4	2.7	0.3	4.6
COc1cccc(OC)c1C(=O)Nc1ccc(Br)c(C(=O)c2ccccc2)c1	1.1	-1.1	-3.0	4.9	-2.5	-2.3	4.5	-1.4	0.2	12.3
N#Cc1c2ccc(OCC(N)=O)cc2n2ccccc12	3.8	2.8	-1.1	-23.8	0.4	-1.4	i	-32.9	-7.4	14.9
